Screens from PubChem.
CTSL1 counter: blocks F. hepatica cathepsin L1 in PFM18AAP counter-screen; recombinant F. hepatica cathepsin L1, Z-Leu-Arg-MCA fluorescence; inhibition, % at 5.96 µM; actives 0.49% (n = 300,000);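 active means inhibition above the mean of all tested compounds plus 3 SD, set per screening campaign, cut at about 17% in these data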;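 further: 0% = plate median of test compound wells and 100% = 1 µM Z-Phe-Ala-diazomethylketone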
ZTA DNA inh: counter-screen for EBNA-1 inhibitors: inhibitors of Epstein-Barr virus ZTA. inhibition, % at 11 µM. ZTA-DNA binding, fluorescence polarization. AID 2234. actives 0.15% (n = 320,000). P03206; in the data active means inhibition above about 33%
Target sequence (P03206 whole entry, looked up): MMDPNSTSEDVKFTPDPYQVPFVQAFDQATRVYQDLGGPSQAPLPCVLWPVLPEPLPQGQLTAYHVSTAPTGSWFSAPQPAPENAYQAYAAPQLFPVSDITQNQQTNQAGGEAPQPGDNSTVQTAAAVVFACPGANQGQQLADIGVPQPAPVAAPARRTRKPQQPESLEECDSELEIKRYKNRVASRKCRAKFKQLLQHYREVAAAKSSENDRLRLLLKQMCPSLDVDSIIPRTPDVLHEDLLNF
EBNA-1 inhibitor: blocks EBNA-1 binding to DNA. EBNA-1 DNA binding, fluorescence polarization. inhibition, % at 14.8 µM. actives 0.34% (n = 300,000). AID 1950; in the data active means inhibition above about 28%
Yeast superoxide: yeast age-related superoxide inhibition as caloric restriction mimetic. S. cerevisiae aged cells, superoxide DHE fluorescence; stronger effect = lower value. AID 2690. actives 0.18% (n = 330,000). superoxide response (% of plate mean), % at 10 µM;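 active means superoxide response under a set limit, about three screen SD below normal, cut at about 65% in these data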;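 further: yeast aged for seven days with compound at 30 °C before DHE staining; 100% = average MFI of all compound-treated wells on the plate with controls excluded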
TPT1 inh: blocks Candida albicans tRNA 2'-phosphotransferase; recombinant caTPT1, FP RNA substrate dephosphorylation; inhibition, % at 5 µM; actives 0.81% (n = 300,000); AID 1962;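 active means inhibition above the mean of all tested compounds plus 3 SD, set per screening campaign, cut at about 24% in these data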;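 further: plate controls were DMSO alone for no effect and ferristatin control at 100 nM for full effect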
GASC-1 inh: blocks human GASC-1 demethylase activity; GST-JMJD2C(1-420) H3K9me3 demethylation, DELFIA europium; actives 0.069% (n = 330,000); inhibition, % at 2.35 µM; Q9H3R0;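 active means more than half of a compound's replicate wells show inhibition beyond 50%, single wells judged on their own value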;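 further: signal counts dimethyl H3K9 product captured on neutravidin plate; 0% = median of DMSO wells and 100% = 0.3 times that DMSO median; strong numbers were not always called active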
Target sequence (Q9H3R0 1-420 limits assumed): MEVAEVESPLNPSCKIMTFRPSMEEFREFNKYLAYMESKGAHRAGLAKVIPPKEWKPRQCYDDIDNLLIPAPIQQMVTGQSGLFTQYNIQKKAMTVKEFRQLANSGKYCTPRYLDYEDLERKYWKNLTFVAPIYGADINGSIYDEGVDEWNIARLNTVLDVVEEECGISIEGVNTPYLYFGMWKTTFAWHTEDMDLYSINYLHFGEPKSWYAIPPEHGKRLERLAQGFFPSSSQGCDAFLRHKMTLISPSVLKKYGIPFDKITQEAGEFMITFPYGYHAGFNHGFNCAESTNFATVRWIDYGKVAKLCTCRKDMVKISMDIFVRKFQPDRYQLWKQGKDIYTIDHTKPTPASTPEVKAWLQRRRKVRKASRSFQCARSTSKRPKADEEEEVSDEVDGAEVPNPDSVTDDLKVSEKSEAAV
HCV core dimer: HCV core protein dimerization inhibition; TR-FRET GST/Flag-core106 dimerization, 1536-well; inhibition, % at 5 µM; actives 0.33% (n = 300,000); AID 1899;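 active means inhibition above the mean of all tested compounds plus 3 SD, set per screening campaign, cut at about 45% in these data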
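Test system: GST/Flag-tagged HCV core106 proteins; Medium: KF-containing HEPES buffer, pH 7.45, DTT, CHAPS, BSA; Times: compound-protein-antibody incubation 4 h at 22.5 °C; Detection: TR-FRET 671 and 617 nm emission; Benchmarks: wells lacking GST-core106 and wells with excess unlabelled core106.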
PP5 primary: blocks human protein phosphatase 5 activity; purified PP5c, OMFP substrate fluorescence; actives 0.18% (n = 320,000); inhibition, % at 6.7 µM; P53041;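 active means inhibition above the campaign's mean inhibition across all tested compounds plus 3 SD, cut at about 9.5% in these data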;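 further: 0% = DMSO only and 100% = 100 µM cantharidin control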
PP1 counter: counter-screen for PP5 inhibitors: inhibitors of human PP1-alpha; P62136; purified PP1alpha, OMFP fluorescence; inhibition, % at 6.7 µM; actives 0.9% (n = 320,000);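 active means inhibition above the mean inhibition of all tested compounds plus 3 SD, computed separately for each screening campaign, cut at about 15% in these data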
Target sequence (P62136 whole entry, looked up): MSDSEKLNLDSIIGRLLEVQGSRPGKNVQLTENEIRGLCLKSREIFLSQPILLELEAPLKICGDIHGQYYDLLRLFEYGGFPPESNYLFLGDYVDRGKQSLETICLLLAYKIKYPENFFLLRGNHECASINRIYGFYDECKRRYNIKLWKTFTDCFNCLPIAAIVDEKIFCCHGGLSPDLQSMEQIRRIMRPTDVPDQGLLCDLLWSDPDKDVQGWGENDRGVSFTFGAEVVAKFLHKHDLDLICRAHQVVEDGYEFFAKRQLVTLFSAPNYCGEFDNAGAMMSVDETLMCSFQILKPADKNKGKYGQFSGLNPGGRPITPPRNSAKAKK
The depositor's hits bear a star. Compounds as they come; any-hit rate near 3.1%.

Sample of the layout (two entries):
What do the screens show for `CCOC(=O)CCc1nn(C)c(=O)c2ccccc12`?
CTSL1 counter: -3; ZTA DNA inh: 13; EBNA-1 inhibitor: 3; Yeast superoxide: 102; TPT1 inh: 0; GASC-1 inh: -17; HCV core dimer: -6; PP5 primary: 1.3; PP1 counter: -2

How did O=C(COC(=O)c1cc([N+](=O)[O-])ccc1NCc1ccccc1)NC1CCCc2ccccc21 (stereo not drawn) do in these assays?
CTSL1 counter: 0; ZTA DNA inh: -4; EBNA-1 inhibitor: -18; Yeast superoxide: 101; TPT1 inh: -1; GASC-1 inh: 2; HCV core dimer: 59*; PP5 primary: 1.2; PP1 counter: -1

This part in full, from the start:
What do the screens show for `CCOC(=O)CCc1nn(C)c(=O)c2ccccc12`?
CTSL1 counter: -3; ZTA DNA inh: 13; EBNA-1 inhibitor: 3; Yeast superoxide: 102; TPT1 inh: 0; GASC-1 inh: -17; HCV core dimer: -6; PP5 primary: 1.3; PP1 counter: -2

How did O=C(COC(=O)c1cc([N+](=O)[O-])ccc1NCc1ccccc1)NC1CCCc2ccccc21 (stereo not drawn) do in these assays?
CTSL1 counter: 0; ZTA DNA inh: -4; EBNA-1 inhibitor: -18; Yeast superoxide: 101; TPT1 inh: -1; GASC-1 inh: 2; HCV core dimer: 59*; PP5 primary: 1.2; PP1 counter: -1

Results for CCCn1c(N)c(C(c2ccc(OC)cc2)N2CCN(c3ccccc3)CC2)c(=O)[nH]c1=O (stereo not drawn) ?
CTSL1 counter: 0; ZTA DNA inh: 1; EBNA-1 inhibitor: -12; Yeast superoxide: 110; TPT1 inh: -3; GASC-1 inh: 3; HCV core dimer: 2; PP5 primary: 2.9; PP1 counter: 1

What do the screens show for `COc1cc(/C=C2\C(=O)N(C)C(=S)N2C)ccc1O`?
CTSL1 counter: 4; ZTA DNA inh: -9; EBNA-1 inhibitor: 5; Yeast superoxide: 90; TPT1 inh: 9; GASC-1 inh: -10; HCV core dimer: -11; PP5 primary: 2.6; PP1 counter: 0

How did O=C(Cc1cccs1)Nc1cccc([N+](=O)[O-])c1 do in these assays?
CTSL1 counter: -5; ZTA DNA inh: -10; EBNA-1 inhibitor: 11; Yeast superoxide: 107; TPT1 inh: -2; GASC-1 inh: -1; HCV core dimer: 33; PP5 primary: 0.9; PP1 counter: 2

Results for COc1cc(/C=C2/SC(=O)N(Cc3ccccc3Cl)C2=O)ccc1OCc1ccncc1 ?
CTSL1 counter: -2; ZTA DNA inh: -10; EBNA-1 inhibitor: 0; Yeast superoxide: 104; TPT1 inh: 4; GASC-1 inh: -20; HCV core dimer: 3; PP5 primary: 1.3; PP1 counter: 3

What do the screens show for `CCOC(=O)C1=NN(c2ccc(Cl)cc2)/C(=C/C2=NCCc3cc(OC)c(OC)cc32)S1`?
CTSL1 counter: 3; ZTA DNA inh: 12; EBNA-1 inhibitor: 10; Yeast superoxide: 106; TPT1 inh: -2; GASC-1 inh: -22; HCV core dimer: 2; PP5 primary: 0.3; PP1 counter: -1

How did CCOC(=O)c1c(S(=O)(=O)NCC(=O)N2CCN(c3ccc(OC)cc3)CC2)c(C)n(C)c1C do in these assays?
CTSL1 counter: -5; ZTA DNA inh: -5; EBNA-1 inhibitor: -5; Yeast superoxide: 102; TPT1 inh: -1; GASC-1 inh: 8; HCV core dimer: 3; PP5 primary: -0.5; PP1 counter: 0

How did COc1ccccc1N(CC(=O)Nc1ccc2c(c1)OCCO2)S(C)(=O)=O do in these assays?
CTSL1 counter: -1; ZTA DNA inh: 7; EBNA-1 inhibitor: -4; Yeast superoxide: 111; TPT1 inh: 3; GASC-1 inh: 3; HCV core dimer: -3; PP5 primary: -0.9; PP1 counter: -1

Results for CCCCCn1nc(-c2ccccc2)c2nc3ccccc3nc21 ?
CTSL1 counter: -3; ZTA DNA inh: 6; EBNA-1 inhibitor: -1; Yeast superoxide: 96; TPT1 inh: 3; GASC-1 inh: 5; HCV core dimer: 3; PP5 primary: 1.1; PP1 counter: -1

How did CC(C)C(NC(=O)c1ccc(F)cc1)C(=O)NCC1CCCO1 (stereo not drawn) do in these assays?
CTSL1 counter: 3; ZTA DNA inh: 11; EBNA-1 inhibitor: -8; Yeast superoxide: 97; TPT1 inh: -4; GASC-1 inh: -8; HCV core dimer: -4; PP5 primary: 0.6; PP1 counter: -5

Results for C/C(=N\NC(=O)c1ccccc1O)c1cccc(NC(=O)c2ccccc2)c1 ?
CTSL1 counter: 3; ZTA DNA inh: 3; EBNA-1 inhibitor: -10; Yeast superoxide: 107; TPT1 inh: 0; GASC-1 inh: 2; HCV core dimer: 6; PP5 primary: 0.1; PP1 counter: -2

Results for CC(=O)Nc1ccc(NC(=O)CSc2nnc(NC(=O)C3CC3)s2)cc1 ?
CTSL1 counter: 2; ZTA DNA inh: -2; EBNA-1 inhibitor: 4; Yeast superoxide: 96; TPT1 inh: -2; GASC-1 inh: 7; HCV core dimer: -1; PP5 primary: -0.2; PP1 counter: 1

Results for CCCc1nc2sc3c(=O)[nH]cnc3c2c2c1CCCC2 ?
CTSL1 counter: -2; ZTA DNA inh: 22; EBNA-1 inhibitor: 2; Yeast superoxide: 116; TPT1 inh: 1; GASC-1 inh: -4; HCV core dimer: 4; PP5 primary: -2.8; PP1 counter: 3

What do the screens show for `CCOC(=O)CNS(=O)(=O)c1ccc2c3c(cccc13)C(=O)N2CC`?
CTSL1 counter: -1; ZTA DNA inh: 6; EBNA-1 inhibitor: 1; Yeast superoxide: 99; TPT1 inh: -2; GASC-1 inh: -3; HCV core dimer: -1; PP5 primary: -0.6; PP1 counter: 0

How did c1ccc(-c2nnc(-c3ccco3)n2-c2ccccc2)cc1 do in these assays?
CTSL1 counter: -2; ZTA DNA inh: -8; EBNA-1 inhibitor: -10; Yeast superoxide: 113; TPT1 inh: -1; GASC-1 inh: 3; HCV core dimer: -4; PP5 primary: 0.0; PP1 counter: 5

Results for O=C(COC(=O)c1ccc(S(=O)(=O)Nc2ccccc2)cc1)NC1CCCC1 ?
CTSL1 counter: 1; ZTA DNA inh: 1; EBNA-1 inhibitor: -18; Yeast superoxide: 117; TPT1 inh: -4; GASC-1 inh: 48; HCV core dimer: 1; PP5 primary: 4.9; PP1 counter: 7

What do the screens show for `O=C(Cc1ccsc1)NCc1ccccc1F`?
CTSL1 counter: 3; ZTA DNA inh: 17; EBNA-1 inhibitor: -1; Yeast superoxide: 106; TPT1 inh: -1; GASC-1 inh: -6; HCV core dimer: 12; PP5 primary: 1.9; PP1 counter: 3

What do the screens show for `CCCCN1CC(O)=C(c2nc(-c3ccc(Cl)cc3)cs2)C1=N`?
CTSL1 counter: -1; ZTA DNA inh: -17; EBNA-1 inhibitor: 2; Yeast superoxide: 90; TPT1 inh: 3; GASC-1 inh: -33; HCV core dimer: 2; PP5 primary: 1.4; PP1 counter: 7

What do the screens show for `COC(=O)C1=C(C)NC(=O)/C1=C\c1cc(C)n(-c2cccc(C)c2)c1C`?
CTSL1 counter: 0; ZTA DNA inh: -2; EBNA-1 inhibitor: -5; Yeast superoxide: 106; TPT1 inh: 3; GASC-1 inh: 10; HCV core dimer: 15; PP5 primary: 4.2; PP1 counter: 1

How did Cc1ccc(CNC(=O)CN(C)S(=O)(=O)c2cccc3cccnc23)cc1 do in these assays?
CTSL1 counter: -6; ZTA DNA inh: 7; EBNA-1 inhibitor: 8; Yeast superoxide: 115; TPT1 inh: -1; GASC-1 inh: -9; HCV core dimer: -1; PP5 primary: 1.4; PP1 counter: -5

How did COc1cc(/C(C)=C/c2ccccc2)c2c(c1)oc1ccccc12 do in these assays?
CTSL1 counter: 2; ZTA DNA inh: 3; EBNA-1 inhibitor: 3; Yeast superoxide: 94; TPT1 inh: 0; GASC-1 inh: 21; HCV core dimer: -20; PP5 primary: 3.5; PP1 counter: 2

How did Cc1occc1-c1nnc(SCC(=O)Nc2c(F)cccc2F)n1C do in these assays?
CTSL1 counter: -2; ZTA DNA inh: -11; EBNA-1 inhibitor: 1; Yeast superoxide: 100; TPT1 inh: -1; GASC-1 inh: 0; HCV core dimer: -3; PP5 primary: -0.7; PP1 counter: -1

How did C[C@@H](Nc1nc(-c2ccccc2)nc2c1oc1ccccc12)C(=O)O do in these assays?
CTSL1 counter: -1; ZTA DNA inh: 12; EBNA-1 inhibitor: 5; Yeast superoxide: 114; TPT1 inh: 2; GASC-1 inh: 26; HCV core dimer: -1; PP5 primary: 0.8; PP1 counter: 1

What do the screens show for `CCOC(=O)c1cnc(=O)[nH]c1C`?
CTSL1 counter: -1; ZTA DNA inh: 5; EBNA-1 inhibitor: 9; Yeast superoxide: 90; TPT1 inh: -13; GASC-1 inh: 4; HCV core dimer: -4; PP5 primary: 0.1; PP1 counter: 4

How did O=C(CSc1nc2ccccc2c(=O)n1-c1ccc(F)cc1)Nc1ccc2c(c1)CCC2 do in these assays?
CTSL1 counter: -2; ZTA DNA inh: -1; EBNA-1 inhibitor: -3; Yeast superoxide: 94; TPT1 inh: 3; GASC-1 inh: 0; HCV core dimer: 29; PP5 primary: 2.9; PP1 counter: -1

Results for CC(C)(C)CC(C)(C)c1ccc(OCC(=O)N/N=C/c2ccc(S(=O)(=O)O)o2)cc1 ?
CTSL1 counter: 1; ZTA DNA inh: 6; EBNA-1 inhibitor: 10; Yeast superoxide: 96; TPT1 inh: -2; GASC-1 inh: 10; HCV core dimer: 18; PP5 primary: 2.4; PP1 counter: 7

What do the screens show for `Cc1cc(CNC(=O)c2cccc(OC3CCN(S(=O)(=O)N(C)C)CC3)c2)on1`?
CTSL1 counter: -2; ZTA DNA inh: -16; EBNA-1 inhibitor: -3; Yeast superoxide: 110; TPT1 inh: -2; GASC-1 inh: 0; HCV core dimer: -10; PP5 primary: 1.5; PP1 counter: -1

What do the screens show for `O=C/C(=C\Nc1ccccn1)c1nc2cc(Cl)ccc2o1`?
CTSL1 counter: 0; ZTA DNA inh: 5; EBNA-1 inhibitor: -3; Yeast superoxide: 105; TPT1 inh: 22; GASC-1 inh: 23; HCV core dimer: 24; PP5 primary: 3.8; PP1 counter: 2

How did CC(NC(=O)c1ccc(CS(C)(=O)=O)cc1)c1ccc(-c2ccccc2)cc1 (stereo not drawn) do in these assays?
CTSL1 counter: -1; ZTA DNA inh: 12; EBNA-1 inhibitor: 8; Yeast superoxide: 102; TPT1 inh: 5; GASC-1 inh: -6; HCV core dimer: 10; PP5 primary: -1.8; PP1 counter: -2

Results for O=C(COC(=O)c1ccc(CO)cc1)Nc1ccc2ccccc2c1 ?
ZTA DNA inh: 3; Yeast superoxide: 105; GASC-1 inh: -8; PP5 primary: 1.0; PP1 counter: 7

How did COC(=O)CNC(c1ccccc1)c1cc(Cl)ccc1NC(=O)c1cccc(Cl)c1 (stereo not drawn) do in these assays?
CTSL1 counter: -1; ZTA DNA inh: -25; EBNA-1 inhibitor: -3; Yeast superoxide: 104; TPT1 inh: -1; GASC-1 inh: 10; HCV core dimer: -1; PP5 primary: 3.9; PP1 counter: 3

How did CC(O)(C#CCN1CCCCCC1)c1ccccc1 (stereo not drawn) do in these assays?
CTSL1 counter: 1; ZTA DNA inh: 1; EBNA-1 inhibitor: 2; Yeast superoxide: 87; TPT1 inh: -1; GASC-1 inh: 23; HCV core dimer: 2; PP5 primary: 0.1; PP1 counter: 0

How did O=C(CSc1ccccc1)NCCSCc1ccccc1 do in these assays?
CTSL1 counter: 1; ZTA DNA inh: -21; EBNA-1 inhibitor: -2; Yeast superoxide: 100; TPT1 inh: -4; GASC-1 inh: -5; HCV core dimer: -7; PP5 primary: 2.8; PP1 counter: -1

What do the screens show for `CCc1ccc(N2CC(C(=O)N3CCCCCC3)CC2=O)cc1` (stereo not drawn)?
CTSL1 counter: -2; ZTA DNA inh: 18; EBNA-1 inhibitor: 1; Yeast superoxide: 71; TPT1 inh: -3; GASC-1 inh: 2; HCV core dimer: -6; PP5 primary: 1.7; PP1 counter: -4
